GalR3 antagonist – human GalR3 antagonism; O60755; AID 651719; HEK293 GalR3-CNG cAMP membrane potential fluorescence; galR3 body fused to GalR1 C-terminus; 0.44% of 360,000 active; inhibition, % at 3 µM;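 active means inhibition above the screen-wide average plus 3 SD, cut at about 13% in these data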;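 further: forskolin and galanin both at EC90 stimulate the cells; cAMP rise reported by CNG channel membrane potential dye signal; 0% = forskolin plus galanin with DMSO and 100% = forskolin alone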
Target sequence (O60755 1-299 limits assumed): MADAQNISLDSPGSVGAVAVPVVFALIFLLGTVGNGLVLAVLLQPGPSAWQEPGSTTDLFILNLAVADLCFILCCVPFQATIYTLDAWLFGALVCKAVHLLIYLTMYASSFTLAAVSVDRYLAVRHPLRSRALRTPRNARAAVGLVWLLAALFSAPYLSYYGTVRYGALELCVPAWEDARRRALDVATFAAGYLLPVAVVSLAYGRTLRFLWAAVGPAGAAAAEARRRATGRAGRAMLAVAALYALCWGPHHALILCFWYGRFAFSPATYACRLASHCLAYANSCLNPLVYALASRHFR
* marks the source's active call; other numbers are inactive results. The list is partial; count on the stated rates, not on these rows.

Structure | GalR3 antagonist
CCNC(=O)N1CCN(c2ccc(N3CCN(C(=O)NCC)[C@H](C)C3)c(C)c2)[C@H](C)C1 | -6
O=C(NCc1cccc(Cl)c1)c1ccc(-c2cccnc2)c2ccoc12 | -7
COC(=O)c1c(NC2=NS(=O)(=O)c3ccccc32)sc2c1CCC(C(C)(C)C)C2 (centres undefined) | -5
CC(=O)Nc1cc(-c2ccc(CO)cc2)cn2c(-c3cccc(C(F)(F)F)c3)cnc12 | 0
O=C(NCCCN1CCCC1=O)C(=O)NCC1OCCN1S(=O)(=O)c1cc(F)ccc1F (centres undefined) | -2
CC1(C)COC(c2cccc([N+](=O)[O-])c2)OC1 | -6
O=S(=O)(Nc1ccc(-c2ccc(NS(=O)(=O)c3ccccc3)cc2)cc1)c1ccccc1 | -6
O=C1NC[C@@H](CCCCN2C[C@H](Cc3ccccc3)N(CC3CCCCC3)C(=O)C2=O)N(CCc2ccc(O)cc2)C1=O | -4
Cc1nn(-c2ccc(F)cc2)c(Cl)c1/C=C(/CCC(=O)O)c1nc2ccccc2s1 | -4
OC(c1ccccc1)(c1nc(-c2cccc3cccnc23)cs1)C(F)(F)F (centres undefined) | -1

Structure | GalR3 antagonist
CCCCCCCCN1C(=O)[C@H](CC(=O)NCCCCc2ccccc2)C[C@@]2(C(=O)OC)CCCCC=C12 | -7
CC(C)CNC(=O)C1(C)CCCN1C(=O)c1ccc2ccccc2n1 (centres undefined) | -2
C=CC[C@]12C[C@@]3(O[C@H](C4CCCCC4)N=C3C[C@H](c3ccc(OC)cc3)[C@H]1C)N(Cc1ccncc1)C2=O | -10
Cn1c2nc3ccccc3c-2nc2ccccc21 | -6
O=C1N=C2N(CCN3CCCCC3)c3ccccc3N2/C1=C\c1ccc([N+](=O)[O-])s1 | -4
O=C(Nc1ccccc1Cl)c1ccc(C(=O)Nc2ccccc2Cl)cc1 | -5
COc1ccc(S(=O)(=O)NC(=O)C2(C)CCN2C(=O)CC2CCCCC2)cc1OC (centres undefined) | -4
CCCNC(=O)CSc1ccc(S(=O)(=O)N2CCCCC2)cn1 | 1
CC[N+](CC)=N/N=C1\C=CC[N+]([O-])=C1 | -1
CCOC(=O)c1c(NC(=O)COC(=O)c2ccc(S(=O)(=O)C(F)F)cc2)sc(C(=O)N(C)C)c1C | -6

Structure | GalR3 antagonist
CCCC(=O)N1CCCC(c2cc(C(=O)NCc3ccc(F)cc3)no2)C1 (centres undefined) | 0
O=[N+]([O-])c1ccc2c(c1)CCN2 | -1
C=C(CN(C)C)C(=O)c1ccc(OC2OC(COC(C)=O)C(OC(C)=O)C(OC(C)=O)C2OC(C)=O)cc1 (centres undefined) | -5
Cc1cccc(C)c1NC(=O)C(c1ccccc1)n1c(=O)c(-c2ccco2)nc2ccccc21 (centres undefined) | -8
COc1ccc(N/C(=C\C(=O)c2ccccc2)c2ccccc2)cc1OC | -8
Nc1cc(Br)cc2c1[nH]c(=O)c1ccccc12 | -3
CC(=O)Nc1ccc(CN(C)c2c(C)nc3ccc(C(=O)N4CCN(C(=O)c5ccco5)CC4)cn23)cc1 | -2
COc1ccc(CC(N)c2csc(NC(=O)Nc3ccc(C(C)C)cc3)n2)cc1 (centres undefined) | -7
CC1C(=O)N(Cc2cn(CC3CCCCC3)nn2)CCS(=O)(=O)N1Cc1ccc(-c2ccccc2)cc1 (centres undefined) | -6
CCOC(=O)C1=C(COC(=O)CSc2ccc(C)cc2C)NC(=O)NC1C (centres undefined) | -1

Structure | GalR3 antagonist
CC1(C(=O)NS(=O)(=O)Cc2ccccc2)CCN1C(=O)CCc1ccccc1 (centres undefined) | -4
CCOC(=O)N(C)c1c(CC)nc2c(OCC(=O)C(C)(C)C)cccn12 | -4
CC(C)c1ccc(NC(=O)Nc2nc(C(N)c3ccccc3)cs2)cc1 (centres undefined) | 3
COc1cc(-c2nnc(COC(=O)c3ccc([N+](=O)[O-])o3)o2)cc(OC)c1OC | -5
COc1ccc(-c2ccc(-c3cc(=O)oc4cc(OC)c(OC)c(OC)c34)cc2)cc1OC | -3
O=C1C(=NO)C(c2ccccc2)Oc2ccccc21 (centres undefined) | -5
Cc1ccsc1C(=O)N1CCC1(C)C(=O)Nc1cccc(C#N)c1 (centres undefined) | -5
CCNC(=O)N1CCN(c2ccc(N3CCN(Cc4ccccc4)[C@H](C)C3)c(C)c2)[C@H](C)C1 | -4
Cc1ccc(O)c(C(=O)c2cnn(C(=O)c3cccc(S(=O)(=O)N(C)C)c3)c2)c1 | -4
COC(=O)[C@@]12C[C@@H](CC(=O)NCc3cccc4ccccc34)C(=O)N(CCc3ccc(OC)c(OC)c3)C1=CCC(C)(C)C2 | -5

Structure | GalR3 antagonist
COc1ccc(C(=O)N(c2ccccc2)c2nccc3ccccc23)cc1OC | -5
COC(=O)c1ccc(C(=O)N2CCCC(C)(C(=O)NS(=O)(=O)C3CC3)C2)cc1 (centres undefined) | -5
CN1C(=O)CON=C1c1cccc2ccccc12 | 4
O=C(NC1CCCC1)C(c1ccccc1)n1c(Cc2cc(F)cc(F)c2)nc2ccccc21 (centres undefined) | -11
Cn1nc(C(C)(C)C)cc1NC(=O)C1(C)CCN1C(=O)CCc1ccccc1 (centres undefined) | -6
COC(=O)[C@]12CCCCC=C1N(Cc1ccc(Cl)cc1Cl)C(=O)[C@H](CC(=O)N1CCSCC1)C2 | -6
CC[C@]12c3[nH]c4cc(CCC(=O)N(C)C)ccc4c3CCN1C(=O)[C@@H](CC(=O)NCC13CC4CC(CC(C4)C1)C3)C[C@@H]2C(=O)N1CCN(C(=O)c2ccco2)CC1 | -5
COC(=O)[C@H]1C[C@@]2(O)CN(S(=O)(=O)c3ccc(C)cc3)C[C@@]2(OC(=O)NCc2ccccc2F)C[C@H]1C(=O)OC | -3
CCCN=C1N(C)C[C@@H]2[C@@H]3C(=O)N(C)C(=O)[C@@H]3[C@](C)(C(=O)OC)N12 | -6
O=C(Nc1ccc(Cl)c(Cl)c1)N[C@@H]1CC[C@@H](CCn2cc(C3CCCCC3)nn2)O[C@@H]1CO | -8

Structure | GalR3 antagonist
O=C(/C=C/c1ccccc1)CCN1CCOCC1 | -5
COCCNC(=O)C1(C)CCCN(C(=O)c2ccccc2OC)C1 (centres undefined) | -5
CCOC(=O)C1=NNC(C(=O)OCC)C1c1ccccc1 (centres undefined) | -5
Nc1nc2ccccc2cc1C(=O)NCc1ccc(-c2ccccc2)cc1 | 87*
CN(c1ccc(NC(=O)Cc2cn(C)c3ccccc23)cc1)c1ccccn1 | -3
Cc1cc(C)cc(NS(=O)(=O)CCCS(=O)(=O)Nc2cc(C)cc(C)c2)c1 | -5
Cc1ccc(S(=O)(=O)N2CCCCC2)cc1C(=O)OC(C)C(=O)NC1CCCCC1C (centres undefined) | -1
CC(=O)c1cccc(-c2ccnc3c2CC(C(=O)NCC2CCOCC2)O3)c1 (centres undefined) | -8
COCCNc1ncnc2c1ncn2[C@H]1CN(Cc2cc(OC)c(OC)c(OC)c2)C[C@@H](CO)O1 | -8
CC[C@]12c3[nH]c4cc(-c5ccco5)ccc4c3CCN1C(=O)[C@@H](CC(=O)NCCCOC)C[C@@H]2C(=O)N1CCN(C(=O)C2CC2)CC1 | 2

Structure | GalR3 antagonist
Nc1ccc2[nH]c(=S)sc2c1 | -3
Cc1ccc2c(NCc3ccco3)nc(NC(C)C)nc2c1 | -11
CC(C)NC(=O)c1cc(C2CCCCN2S(=O)(=O)c2ccc(F)cc2F)on1 (centres undefined) | -7
COc1ccccc1C(NC(=O)C1CCN(CCOc2ccccc2)CC1)c1ccccn1 (centres undefined) | -4
Cc1ccc(CN2CCNC(=O)C2CC(=O)NCCCn2nnc3ccccc32)cc1 (centres undefined) | -6
COc1ccc(NC(=O)Nc2ccc3c(c2)C(=O)N([C@H](C)CO)C[C@@H](C)[C@@H](CN(C)Cc2ccc4c(c2)OCO4)OCCCC[C@H](C)O3)cc1 | -4
COC(=O)[C@]1(Sc2ccccc2)CC(=O)N[C@@H]1c1ccccc1 | -4
O=C1OC(c2cccs2)Sc2ccccc21 (centres undefined) | -5
CCN1C(=O)[C@H]2[C@@H](c3ccc(C)cc3)N[C@]3(CCCN(CCC(C)C)C3=O)[C@H]2C1=O | 2
O=C(Cc1ccc(S(=O)(=O)N2CCOCC2)s1)N1CCN(S(=O)(=O)c2ccccc2[N+](=O)[O-])CC1 | -6

Structure | GalR3 antagonist
Cc1ccc(-c2ccc(CN3C(C)C(=O)N(Cc4cn(Cc5ccco5)nn4)CCS3(=O)=O)cc2)c(C)c1 (centres undefined) | 4
Cc1cc(C)n2c(NC3CCCCC3)c(CC(C)C)nc2n1 | -7
O=C(O)c1ccc(O)c2ncccc12 | -8
CCOC1=C2[C@@H](CN(S(=O)(=O)c3ccc(C)cc3)[C@H]2c2ccccc2Cl)[C@H]2C(=O)N(C)C(=O)[C@H]2C1 | -8
O=[N+]([O-])c1ccc(CS(=O)Cc2ccccc2)cc1 (centres undefined) | 0
NS(=O)(=O)c1ccc(N2N=C(c3ccccc3)CC2c2ccc(Br)cc2)cc1 (centres undefined) | -6
CC(=O)Nc1ccc(CN2C(=O)C(C)ON=C2c2ccccc2-c2ccco2)cc1 (centres undefined) | -2
CN(Cc1cnn(-c2ccc(F)cc2)c1)C(=O)[C@H]1O[C@@H](n2ccc(N)nc2=O)[C@H](O)[C@@H]1O | -2
C[C@H]1CN([C@@H](C)CO)S(=O)(=O)c2ccc(C3=CCCC3)cc2O[C@@H]1CN(C)C(=O)C1CCCCC1 | -10
CCCCN1C(=O)C(CC(=O)NCc2cccs2)CC(C(=O)N(CC)CC)=C1C (centres undefined) | -6

7 successive records already listed, for reference:
Structure | GalR3 antagonist
CCNC(=O)N1CCN(c2ccc(N3CCN(C(=O)NCC)[C@H](C)C3)c(C)c2)[C@H](C)C1 | -6
O=C(NCc1cccc(Cl)c1)c1ccc(-c2cccnc2)c2ccoc12 | -7
COC(=O)c1c(NC2=NS(=O)(=O)c3ccccc32)sc2c1CCC(C(C)(C)C)C2 (centres undefined) | -5
CC(=O)Nc1cc(-c2ccc(CO)cc2)cn2c(-c3cccc(C(F)(F)F)c3)cnc12 | 0
O=C(NCCCN1CCCC1=O)C(=O)NCC1OCCN1S(=O)(=O)c1cc(F)ccc1F (centres undefined) | -2
CC1(C)COC(c2cccc([N+](=O)[O-])c2)OC1 | -6
O=S(=O)(Nc1ccc(-c2ccc(NS(=O)(=O)c3ccccc3)cc2)cc1)c1ccccc1 | -6

The list continues.
Structure | GalR3 antagonist
COC(=O)[C@]12C[C@H](CC(=O)N3CCSCC3)C(=O)N(Cc3ccccc3)C1=C[C@H](C(C)(C)C)O[C@@H]2C | -7
CCOC(=O)C1CCCN(C(=O)C2CCN(S(=O)(=O)c3ccc(Cl)c(C(F)(F)F)c3)CC2)C1 (centres undefined) | -3
CC(=O)Nc1ccc(S(=O)(=O)N2CCN(C(=O)C(=O)c3cccc(C(F)(F)F)c3)CC2)cc1 | -5
CCCCCCC12C(=Cc3cc4c(cc31)OCCO4)c1cc(OC)c(OC)cc1C(CC(=O)OC)N2C(=O)OC (centres undefined) | -8
COC(=O)c1cccc2c([N+](=O)[O-])c(NC(C)=O)cc(C(=O)OC)c12 | 1
O=[N+]([O-])c1cccc2[nH]ncc12 | -6
COCc1cccc(-c2csc(C(C)(NC(C)=O)c3ccc(OC)cc3)n2)c1 (centres undefined) | -3
CC(C)C[C@@H]1CN(CCCC[C@H]2CNC(=O)C(=O)N2CCC2CCCCC2)C(=O)C(=O)N1CC1CCCCC1 | -7
c1ccc(Cn2nnc3c(NCC4CC4)ncnc32)cc1 | -4
O=S(=O)(Nc1cccc(S(=O)(=O)N2CCCC2)c1)c1ccc(F)cc1 | -2

Structure | GalR3 antagonist
Cc1cccc(-n2cnc3cc(C(=O)NCCN4CCOCC4)ccc32)c1 | 1
COc1ccccc1CNS(=O)(=O)c1ccc(F)cc1Br | -6
CC12CCC(C)(O1)C1C(=O)N(c3nccs3)C(=O)C12 (centres undefined) | -4
Cc1ccc(S(=O)(=O)N2CCN(C(=O)COC(=O)c3ccc(Cl)c(S(N)(=O)=O)c3)CC2)c(C)c1 | -7
O=C(c1cccs1)N1C[C@H](O)[C@@H](n2cc(C3CC3)nn2)C[C@@H]1c1ccccc1 | -4
CCCc1ccc(-c2cc(NC(=O)Cc3c(C)[nH]c4ccccc34)ccc2Nc2cccnc2)cc1 | -6
Clc1cccc(Cc2c(C3CCCCC3)nc3c4ccccc4ccn23)c1 | -2
C=C1C(=O)OC2CC1C(OC(C)=O)CC(C)=CCCC(C)=CCCC2(C)O (centres undefined) | -4
CN(C(=O)c1cccc(NC(=O)Cc2ccc(NC(=O)C3CCCN(C(=O)C4CCCCC4)C3)cc2)c1)C1CC1 (centres undefined) | -8
C[C@H]1CN([C@@H](C)CO)S(=O)(=O)c2ccc(C#Cc3cccnc3)cc2O[C@@H]1CN(C)C(=O)Nc1ccc2c(c1)OCO2 | -7

In the list so far, 4 have a CF3 group.
Structure | GalR3 antagonist
CC(=O)Nc1cc(-c2ccc(CO)cc2)cn2c(-c3cccc(C(F)(F)F)c3)cnc12 | 0
OC(c1ccccc1)(c1nc(-c2cccc3cccnc23)cs1)C(F)(F)F (centres undefined) | -1
CCOC(=O)C1CCCN(C(=O)C2CCN(S(=O)(=O)c3ccc(Cl)c(C(F)(F)F)c3)CC2)C1 (centres undefined) | -3
CC(=O)Nc1ccc(S(=O)(=O)N2CCN(C(=O)C(=O)c3cccc(C(F)(F)F)c3)CC2)cc1 | -5

Structures listed above that bear a hit mark in GalR3 antagonist.
Structure | GalR3 antagonist
Nc1nc2ccccc2cc1C(=O)NCc1ccc(-c2ccccc2)cc1 | 87*

(next part)
Structure | GalR3 antagonist
Cc1ccc2c(Cl)c(C(=O)NCCCN3CCOCC3)sc2c1 | -5
O=C1O[C@@H](c2ccccc2)C[C@@H](O)[C@H](O)CCCCc2ccccc21 | -8
CCOC(=O)c1cc(-c2ccccc2)nc2c(O)cccc12 | -5
C=CCNc1nc2cc(-c3ccccc3OC)sc2c(=O)n1C | -4
CCCCNc1nccnc1-c1cccc(C=O)c1 | -5

Assay outcomes (PubChem)
